Source: PubChem (National Center for Advancing Translational Sciences (NCATS))
PLK1 PBD inh = PLK1 (human) polo-box domain binding inhibition; Potency, µM, without a hit: max response, negative = inhibition, most hits filed as inhibitors; 360,000 tested, 2.8% active; P53350; Plk1 PBD binding of FITC phosphopeptide, fluorescence polarization; AID 720504; also: potency is read from the fitted curve at half-maximal effect; series mostly up to about 57 µM; % is scaled to controls: 0 for no effect and ±100 for the full control effect; nearly all actives have a fitted effect of over 65% in size
DRD3 antagonist = blocks the human D3 dopamine receptor. max response, negative = inhibition, %. 360,000 tested, 2.5% active. D3R cells, DiscoveRx beta-arrestin luminescence, antagonist mode; hits give low values. AID 652054; in the data active = max response below about -50%; inconclusive = no clear call, values can overlap the other calls; also: % is scaled to controls: 0 for no effect and ±100 for the full control effect; mostly tested at two doses, the higher about 12 µM
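Cells plated overnight at 1500 cells/well, then exposed to library compounds with dopamine controls for 90 minutes at 37 degrees C. DiscoveRx reagent added for 30–60 minutes at room temperature; luminescence read, quantitative HTS format.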
IL2 activator = IL-2 activation. IL-2 activation reporter assay, cell-based qHTS; stimulated with anti-CD3/CD4/CD28 beads; in transgenic mouse T cells. activation, % (series mostly up to about 46 µM). 360,000 tested, 0.065% active. AID 652025; in the data active = activation above about 50%; inconclusive = mostly about 30% to 49%; also: 0% is about no effect
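Unstimulated transgenic mouse T cells; 60-min compound exposure; bead-based TCR/CD4/CD28 stimulation; 18 h culture, 37 degrees C; dual fluorescence (EGFP, DsRed) plate cytometry.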
DRD3 agonist = D3 dopamine receptor (human) agonism; P35462; D3R DiscoveRx beta-arrestin cells, luminescence, 90 min; max activation, %; 410,000 tested, 0.58% active; in the data active = max activation above about 30%; also: 0% is about no effect; mostly tested at two doses, the higher about 12 µM
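Cells at 1500/well, incubated overnight, then treated with pinned compounds (dopamine as control) for 90 min at 37 degrees C. DiscoveRx reagent added for 30 - 60 minutes at room temperature; luminescence read.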
PI5P4Ka inh = blocks human PI5P4K alpha kinase activity | P48426 | PI5P4Kalpha enzyme, ADP-Glo luminescence, 60 min; hits give low values | max response, % | 330,000 tested, 1.2% active; active = max response of -50% or lower; inconclusive = between -30% and -50%; inactive = -30% or higher; also: value at the top dose of about 77 µM; % is scaled to controls: 0 for no effect and ±100 for the full control effect
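qHTS, 1536-well: enzyme/substrate mix, compound by pin tool, 5 microM ATP final; RT 60 min; ADP-Glo reagents 1 (45 min) then 2 (30 min); luminescence.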
GLP-1R inv ag = inverse agonists of human GLP-1 receptor | P43220 | HEK293 GLP-1R CRE-luciferase, luminescence, 24 h; GLP-1R form is constitutively active | Potency, µM (series often up to 38.3 µM), without a hit: at the top dose activity change, negative = inhibition, most hits filed as inhibitors | AID 624417 | 410,000 tested, 1.6% active; also: potency is read from the fitted curve at half-maximal effect; % is scaled to controls: 0 for no effect and ±100 for the full control effect; nearly all actives have a fitted effect of over 55% in size
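Seeding at 200 cells/uL, 12 h culture, 24 hr compound treatment, then luciferase reagent and a luminescence read; cells are HEK293 stably expressing a constitutively active GLP-1R plus cAMP-responsive luciferase.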
GLP1R ag = agonists of human GLP-1 receptor; 380,000 tested, 0.007% active; HEK293 GLP-1R CRE-luciferase, luminescence, 4-6 h; cells express a hypersensitive GLP-1R form; Potency, µM (top dose mostly 45.6 µM), for inactives: at the top dose activation, most hits filed as activators; also: potency is read from the fitted curve at half-maximal effect; % of control where 0% means no effect
WRN helicase inh = WRN helicase (human) inhibition; Q14191; WRN helicase unwinding, fluorescent forked duplex, kinetic; Potency, µM (doses to about 114 µM), without a hit: at the top dose activity change, negative = inhibition, hits mostly inhibitors; 360,000 tested, 0.46% active; AID 651768; also: potency is read from the fitted curve at half-maximal effect; % is scaled to controls: 0 for no effect and ±100 for the full control effect; nearly all actives have a fitted effect of over 55% in size
Target sequence (Q14191 whole entry, looked up): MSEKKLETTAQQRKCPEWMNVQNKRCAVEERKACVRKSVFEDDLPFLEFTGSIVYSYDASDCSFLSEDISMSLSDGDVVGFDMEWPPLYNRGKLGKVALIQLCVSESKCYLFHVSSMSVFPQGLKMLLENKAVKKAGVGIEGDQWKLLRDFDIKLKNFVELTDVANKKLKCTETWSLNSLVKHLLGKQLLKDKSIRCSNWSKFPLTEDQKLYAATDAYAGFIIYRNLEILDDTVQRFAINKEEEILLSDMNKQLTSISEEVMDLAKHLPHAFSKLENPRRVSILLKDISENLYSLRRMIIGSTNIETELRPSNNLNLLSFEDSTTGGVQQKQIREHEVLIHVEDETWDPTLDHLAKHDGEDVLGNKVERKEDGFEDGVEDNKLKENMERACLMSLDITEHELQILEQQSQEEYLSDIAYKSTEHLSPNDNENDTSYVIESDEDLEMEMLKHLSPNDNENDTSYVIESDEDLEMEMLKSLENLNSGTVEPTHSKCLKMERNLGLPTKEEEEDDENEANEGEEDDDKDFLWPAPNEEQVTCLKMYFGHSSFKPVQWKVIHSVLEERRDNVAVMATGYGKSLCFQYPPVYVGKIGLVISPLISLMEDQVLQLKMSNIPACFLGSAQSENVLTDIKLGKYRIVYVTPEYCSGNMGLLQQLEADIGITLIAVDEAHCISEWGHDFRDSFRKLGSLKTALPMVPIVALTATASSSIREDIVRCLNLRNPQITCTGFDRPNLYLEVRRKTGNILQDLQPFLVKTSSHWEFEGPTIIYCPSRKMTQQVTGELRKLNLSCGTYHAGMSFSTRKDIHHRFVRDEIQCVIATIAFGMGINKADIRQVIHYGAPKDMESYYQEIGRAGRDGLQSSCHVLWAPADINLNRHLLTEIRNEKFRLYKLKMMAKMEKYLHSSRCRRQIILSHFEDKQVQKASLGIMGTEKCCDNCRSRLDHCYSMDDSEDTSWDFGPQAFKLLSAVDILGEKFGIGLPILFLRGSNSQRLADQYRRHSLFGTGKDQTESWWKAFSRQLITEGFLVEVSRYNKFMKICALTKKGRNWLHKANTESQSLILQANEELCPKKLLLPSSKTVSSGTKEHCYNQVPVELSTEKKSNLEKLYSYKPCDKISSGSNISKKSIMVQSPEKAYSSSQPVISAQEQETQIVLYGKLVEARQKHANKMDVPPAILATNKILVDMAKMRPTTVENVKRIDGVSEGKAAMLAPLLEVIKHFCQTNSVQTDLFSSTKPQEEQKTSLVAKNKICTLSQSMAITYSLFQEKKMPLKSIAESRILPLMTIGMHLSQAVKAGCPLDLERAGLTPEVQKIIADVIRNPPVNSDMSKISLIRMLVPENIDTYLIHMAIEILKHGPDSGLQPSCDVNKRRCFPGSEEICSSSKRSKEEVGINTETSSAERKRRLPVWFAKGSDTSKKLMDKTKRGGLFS
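Fluorescence dequenching readout, ex 525 nm/em 598 nm, kinetic mode: forked duplex DNA (100 nM final) with adjacent fluorophore and quencher unwound by WRN (20 nM final) with 2 mM ATP. Compound preincubation 15 min, room temperature.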
GLP1R cytotox = cytotoxicity counter-screen for GLP-1 receptor inverse agonists; HEK293 cAMP-luciferase reporter cells, luminescence, 24 h; Potency, µM (highest dose often 38.3 µM), for inactives: top-dose activity change, negative = inhibition, usual class: inhibitors; 410,000 tested, 0.13% active; AID 624418;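 also: loss of luciferase light is scored as toxicity; potency is read from the fitted curve at half-maximal effect; % is scaled to controls: 0 for no effect and ±100 for the full control effect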
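Compound-treated cells are incubated 24 hr at 37 deg C under 5% CO2 after a 12 hour attachment period, then luciferase detection reagent is added and luminescence is measured following 12 min at room temperature; lowered signal indicates toxicity.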
The depositor's hits bear a star; ? = inconclusive; / = not tested or not shown; [ ] = remark or other dose. Unless noted, calls follow the shape of the dose curve; as a rule, active = well fitted curve in the direction sought with a large enough effect; inconclusive = small, poorly fitted or top-dose-only effect, or another doubt; inactive = no such curve, though single readings can be large; an effect the other way counts as inactive or inconclusive.

1) Cn1cc(SCC(=O)Nc2ccc3c(c2)OCCO3)c2ccccc21
2) Cc1nn(Cc2ccccc2)c(N)c1-c1ccccc1
3) Cc1occc1-c1nnc(SCC(=O)Nc2ccc(F)cc2)n1C
4) O=C(Nc1ccccc1-c1nnc(SCc2ccc(Cl)cc2Cl)o1)c1ccccc1
5) C/C(=C\C(=O)c1ccc(Br)cc1)NNC(=O)c1ccccc1
6) COC(=O)Nc1csc2c1NC(=O)CCCC2
screen / no.	1	2	3	4	5	6
PLK1 PBD inh	-8%	-9%	-9%	-9%	-7%	-9%
DRD3 antagonist	10	-1	1	0	2	-21
IL2 activator	-0.5	0.3	3.9	-0.1	-6.2	0.2
DRD3 agonist	0	-11	-10	-2	5	-5
PI5P4Ka inh	1	-20	0	-3	3	-8
GLP-1R inv ag	5%	?	1%	0%	?	3%
GLP1R ag	-5%	10%	6%	-20%	-3%	3%
WRN helicase inh	8%	-13%	-32%	-24%	-20%	10%
GLP1R cytotox	-6%	-17%	-2%	14%	?	3%

7) CC1(C)C(=Cc2ccccc2)C(=O)c2ccccc21
8) CC(C)C[C@@H](CN)NC(=O)c1nc[nH]c1C(=O)N[C@@H](Cc1ccccc1)C(=O)CNC[C@H](C)NC(=O)c1nc[nH]c1C(=O)N[C@@H](CC(C)C)C(=O)O
9) CCn1cc(CN2CCCC(CNS(=O)(=O)c3cccc4cccnc34)C2)cn1 (configuration not stated)
10) O=C(O)CCCCCNc1ccc2nsnc2c1[N+](=O)[O-]
11) CC(C)CNC(=O)C1CCN(S(=O)(=O)c2ccc3c(c2)OCCO3)CC1
12) C=CCN(C(=O)c1oc2c(Cl)cc(C)cc2c1C)C1CCS(=O)(=O)C1 (configuration not stated)
screen / no.	7	8	9	10	11	12
PLK1 PBD inh	-5%	-27%	-3%	0%	-3%	-16%
DRD3 antagonist	-12	7	-2	21	1	-7
IL2 activator	-4.2	-0.2	1.3	-1.7	-2.4	-0.2
DRD3 agonist	-1	7	-5	5	-4	-1
PI5P4Ka inh	21	-9	0	-6	4	-1
GLP-1R inv ag	?	12%	6%	28%	44%	101%[activator]
GLP1R ag	28%	-2%	0%	2%	6%	?
WRN helicase inh	6%	2%	-21%	-3%	1%	6%
GLP1R cytotox	1%	-11%	1%	-22%	-10%	-4%

13) COc1cc(/C=C2\SC(=S)N(Nc3ccccc3)C2=O)ccc1O
14) CC1(C(=O)NS(=O)(=O)c2ccc3ccccc3c2)CCN1C(=O)Cc1ccc(Cl)cc1Cl (configuration not stated)
15) COc1cc(NC(=O)CCc2c(C)nc3c(c(C)nn3-c3ccccc3)c2C)cc(OC)c1OC
16) O=C(NCCN1CCCCCC1)C1CCCN1S(=O)(=O)c1cccc2nsnc12 (configuration not stated)
17) COC(=O)c1ccc(Sc2ccc(F)cc2)c(N)c1
18) O=C1NC(=Nc2cccnc2)S/C1=C/c1ccc(F)cc1
screen / no.	13	14	15	16	17	18
PLK1 PBD inh	20%	-5%	/	0%	?	-9%
DRD3 antagonist	?	-10	/	9	13	-12
IL2 activator	-0.2	1.4	/	1.4	-2.2	-2.9
DRD3 agonist	-10	-7	3	-11	-12	-5
PI5P4Ka inh	?	10	/	1	/	3
GLP-1R inv ag	?	?	7%	35%[activator]	3%	-2%
GLP1R ag	-1%	0%	0%	13%	7%	8%
WRN helicase inh	16µM*	9%[57.1 µM]	/	-1%	-5%	-6%
GLP1R cytotox	10µM*	1%	3%	-3%	0%	-5%

Retrieved one by one from above, 3 records:
14) CC1(C(=O)NS(=O)(=O)c2ccc3ccccc3c2)CCN1C(=O)Cc1ccc(Cl)cc1Cl (configuration not stated)
13) COc1cc(/C=C2\SC(=S)N(Nc3ccccc3)C2=O)ccc1O
15) COc1cc(NC(=O)CCc2c(C)nc3c(c(C)nn3-c3ccccc3)c2C)cc(OC)c1OC
screen / no.	14	13	15
PLK1 PBD inh	-5%	20%	/
DRD3 antagonist	-10	?	/
IL2 activator	1.4	-0.2	/
DRD3 agonist	-7	-10	3
PI5P4Ka inh	10	?	/
GLP-1R inv ag	?	?	7%
GLP1R ag	0%	-1%	0%
WRN helicase inh	9%[57.1 µM]	16µM*	/
GLP1R cytotox	1%	10µM*	3%

(list continues)
19) COc1ccc2c(c1)OC[C@H]1[C@H]2N2C(=O)CN(CCc3c[nH]c4ccccc34)C(=O)[C@@]2(C)[C@H]1c1ccccc1
20) CCOc1ccc(OCCCCn2cnc3ccccc3c2=O)cc1
21) O=C(CN(CCc1ccccc1)C(=O)CNS(=O)(=O)c1ccc(F)cc1)NCC1CCCO1 (configuration not stated)
22) COc1ccccc1N(C)S(=O)(=O)c1ccc(C(=O)NCCCN2CCCC2=O)cc1
23) COc1cc(OC)cc(-c2nnc(SCC(=O)N3CCCc4ccccc43)o2)c1
24) COc1ccc2nc(N(CCN(C)C)C(=O)c3ccc(C(=O)c4ccccc4)cc3)sc2c1
screen / no.	19	20	21	22	23	24
PLK1 PBD inh	?	-1%	0%	-7%	-6%	8%
DRD3 antagonist	-27	0	7	22	5	-15
IL2 activator	-0.2	-2.2	0.5	-2.5	-0.2	-2.9
DRD3 agonist	-26	5	1	3	-13	0
PI5P4Ka inh	0	6	-8	3	8	-8
GLP-1R inv ag	5µM*	1%	-6%	-14%	?	-46%
GLP1R ag	-2%	2%	-5%	6%	6%	0%
WRN helicase inh	-5%	-22%[57.1 µM]	-11%	3%	-8%	-7%
GLP1R cytotox	7%	0%	-1%	-11%	-4%	-2%

25) CN(C[C@H](CC1CCCCC1)N(C[C@H](Cc1ccccc1)N(CCc1ccccc1)N=O)N=O)N=O
26) CCCCN1C(=O)C(O)(CC(=O)c2c(C)coc2C)c2ccccc21 (configuration not stated)
27) O=C(COC(=O)Cc1ccc(Cl)cc1)NCc1ccc(Cl)cc1
28) Cc1cccc(-c2nnc(SCC#N)n2Cc2ccccc2)c1
29) Cc1cccc(N2CCN(S(C)(=O)=O)CC2)c1C
30) CCN1C(=O)[C@H]2[C@@H](c3ccc(C)cc3)N3C(=O)N(c4cccc(Cl)c4)C(=O)[C@@]3(Cc3ccc(Cl)cc3)[C@H]2C1=O
screen / no.	25	26	27	28	29	30
PLK1 PBD inh	-10%	-7%	-2%	-3%	-8%	0%
DRD3 antagonist	?	-1	12	6	-14	?
IL2 activator	-2.7	0.6	-1.5	-0.1	3.8	0.0
DRD3 agonist	-32	-3	2	2	-1	-17
PI5P4Ka inh	5	0	1	2	0	3
GLP-1R inv ag	?	?	-2%	-22%	0%	?
GLP1R ag	4%	5%	-2%	12%	0%	-1%
WRN helicase inh	-5%	11%	-2%	-14%	-4%	-4%
GLP1R cytotox	16%	3%	1%	11%	21%	?

31) CC(Sc1nc2ccccc2s1)C(=O)NCc1ccc2c(c1)OCO2 (configuration not stated)
32) CCc1ccc(NC(=O)C2(c3ccccc3)CC2(Cl)Cl)cc1 (configuration not stated)
33) CCCN(CCC)CCNC(=O)C1CC(=O)N(c2ccc(OC)cc2)C1c1ccc(OC)cc1 (configuration not stated)
34) CCOC(=O)C1=C(C)NC(C)=C(C(=O)OCC)C1C(=O)OCC(=O)N1CCc2ccccc21
35) CC(CCC(=O)O)C1CCC2C3CCC4C[C@H](O)CCC4(C)C3CC(=O)C12C (some centres not stated)
36) COc1ccc(NS(=O)(=O)c2cccc(NC(=O)CCC(=O)c3cccs3)c2)cc1
screen / no.	31	32	33	34	35	36
PLK1 PBD inh	-13%	-1%	1%	-3%	6%	3%
DRD3 antagonist	-5	-30	-25	-5	0	8
IL2 activator	2.8	-3.1	1.8	-4.0	-6.3	0.7
DRD3 agonist	2	-2	0	0	-13	5
PI5P4Ka inh	-13	3	/	3	8	-1
GLP-1R inv ag	?	?	0%	0%	13%	8%
GLP1R ag	10%	-5%	-11%	9%	-2%	1%
WRN helicase inh	-32%[57.1 µM]	-12%	4%	5%	11%	-2%
GLP1R cytotox	15%	3%	-23%	-6%	-9%	1%

37) COc1cccc(-c2cc(C(=O)N3CCc4ccccc4C3)[nH]n2)c1
38) O=C(O)CCCN1C(=O)c2ccc(C(=O)c3cccc([N+](=O)[O-])c3)cc2C1=O
39) COC(=O)c1oc2ccc(Cl)cc2c1N
40) CCOc1ccc([C@@H]2CC=C(C(=O)O)[C@H](c3ccc(F)cc3)N2S(=O)(=O)c2ccc(C)cc2)cc1
41) CCOc1ccc(C(=O)c2cn(CC(=O)Nc3ccc(F)c(F)c3)c3cc4c(cc3c2=O)OCCO4)cc1
42) CC(C)(CCO)NC(=S)NC1CC2C=CC1C2 (configuration not stated)
screen / no.	37	38	39	40	41	42
PLK1 PBD inh	1%	-17%	?	-6%	/	-6%
DRD3 antagonist	-13	-12	24	-6	/	-20
IL2 activator	-0.8	-2.7	0.5	0.5	/	0.3
DRD3 agonist	-9	-3	4	-4	-14	7
PI5P4Ka inh	1	-3	-5	1	/	7
GLP-1R inv ag	43%[activator]	13%	112%[activator]	?	-6%	8%
GLP1R ag	1%	8%	-2%	-5%	-2%	8%
WRN helicase inh	18%	-1%	-7%	8%	/	-4%
GLP1R cytotox	-1%	3%	-5%	?	-3%	-8%

43) COC(=O)C(Cc1ccccc1)NC(=O)COc1ccc(C(C)(C)C)cc1 (configuration not stated)
44) O=C(c1cccc([N+](=O)[O-])c1)c1ccc2c(c1)C(=O)NC2=O
45) COc1cc(/C=C/C(=O)N2CCN(c3ccccn3)CC2)cc(OC)c1OC
46) CC(=O)Nc1ccc(S(=O)(=O)Oc2ccc(/C=N/NC(=O)c3ccc(Cl)cc3)cc2)cc1
47) COc1cccc(C(C)(O)c2nc(-c3cccs3)cs2)c1 (configuration not stated)
screen / no.	43	44	45	46	47
PLK1 PBD inh	-6%	3%	2%	-3%	4%
DRD3 antagonist	0	4	26	?	34
IL2 activator	-4.3	-1.8	-2.1	-2.8	-0.8
DRD3 agonist	-3	1	0	-4	8
PI5P4Ka inh	10	1	-7	1	14
GLP-1R inv ag	?	7%	4%	?	?
GLP1R ag	5%	10%	-3%	-7%	-6%
WRN helicase inh	-3%	-10%	-2%	-8%	1%
GLP1R cytotox	4%	1%	-3%	-2%	9%
